Compound activity (PubChem BioAssay)
UBC13 inh: inhibitors of human UBC13 polyubiquitin chain formation; P61088; TR-FRET; inhibition, % at 20 µM; 330,000 tested, 0.47% active; AID 485273; in the data active means inhibition above about 45%, passing the limit was not always enough; inconclusive means no clear call, values can overlap the other calls
Target sequence (P61088 whole entry, looked up): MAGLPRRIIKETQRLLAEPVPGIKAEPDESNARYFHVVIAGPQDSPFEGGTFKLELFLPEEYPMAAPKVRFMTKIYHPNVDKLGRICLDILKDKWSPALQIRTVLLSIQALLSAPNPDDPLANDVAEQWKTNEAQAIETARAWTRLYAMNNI
Gli-Sufu antag: Gli-Sufu pathway antagonism; Sufu-KO-LIGHT fibroblasts, Gli luciferase reporter luminescence; inhibition, % at 5 µM; 340,000 tested, 0.74% active;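 active means inhibition above about 55%, limit read from the data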;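 further: 0% = DMSO-treated cells and 100% = wells with medium but no cells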
SENP8 block: blocks the human protease SENP8. inhibition, % at 10 µM. AID 2540. purified SENP8, Z-RLRGG-aminoluciferin cleavage, luminescence. 330,000 tested, 1.2% active
Target sequence (Q96LD8 whole entry, looked up): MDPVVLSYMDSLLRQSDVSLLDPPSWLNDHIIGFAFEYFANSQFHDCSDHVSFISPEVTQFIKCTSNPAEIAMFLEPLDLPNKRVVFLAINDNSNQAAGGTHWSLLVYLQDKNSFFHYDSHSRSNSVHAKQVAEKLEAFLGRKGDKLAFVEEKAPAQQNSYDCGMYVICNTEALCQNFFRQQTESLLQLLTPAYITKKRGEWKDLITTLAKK
SENP7 inh: blocks the human protease SENP7 | 330,000 tested, 1.5% active | recombinant SENP7, Z-RLRGG-aminoluciferin luminescence, 40 min | inhibition, % at 5 µM;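 active means inhibition above about 50% at the single test dose, limit read from the data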;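 further: plate controls were DMSO with enzyme for no effect and no enzyme buffer wells for full effect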
Target sequence (Q9BQF6 706-1050 limits assumed): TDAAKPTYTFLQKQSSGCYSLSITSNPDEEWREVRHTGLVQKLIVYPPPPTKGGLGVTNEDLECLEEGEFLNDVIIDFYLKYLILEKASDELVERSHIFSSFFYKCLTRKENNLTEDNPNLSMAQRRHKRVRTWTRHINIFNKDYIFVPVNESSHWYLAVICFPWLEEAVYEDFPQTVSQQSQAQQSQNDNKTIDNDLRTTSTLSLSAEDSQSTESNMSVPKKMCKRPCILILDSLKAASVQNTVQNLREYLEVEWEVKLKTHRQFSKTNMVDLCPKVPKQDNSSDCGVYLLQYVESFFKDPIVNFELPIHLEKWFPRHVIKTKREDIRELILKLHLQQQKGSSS
HKDC1 inh: blocks human hexokinase HKDC1 activity; Q2TB90; recombinant HKDC1, G6PDH/diaphorase resazurin coupled fluorescence; 340,000 tested, 0.16% active; AID 493160; inhibition, % at 20 µM;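 active means inhibition above about 35% when tested at 20 µM, limit read from the data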;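 further: plate controls were DMSO wells with enzyme for no effect and DMSO wells lacking enzyme for full effect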
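Incubation: 90 min at room temperature in dark / Material: recombinant HKDC1 (HK5) hexokinase enzyme, produced in-house / Quantity: enzyme 5 µg/mL final / Compound: one dose of 20 µM, 1% DMSO / Reagent: glucose and ATP substrates / Buffer or medium: Tris pH 8.0 buffer with MgCl2, Tween-20, BSA, BME / Technique: resorufin fluorescence at 613 nm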
Jurkat NFkB inh: lowers PMA/ionomycin-induced NF-kB signal in Jurkat cells; PMA/ionomycin-induced NF-kB luciferase reporter, luminescence; inhibition, % at 4 µM; 330,000 tested, 0.53% active
697 NFkB inh: lowers PMA/ionomycin-induced NF-kB signal in 697 B cells | inhibition, % at 4 µM | 697 B-cell NF-kB luciferase reporter, 16 h | AID 435022 | 330,000 tested, 0.33% active; in the data active means inhibition above about 35%
Apaf1 inhib: inhibitors of human Apaf-1 apoptosome | O14727 | reconstituted apoptosome caspase-3 activity, DEVD-Rh110 fluorescence | inhibition, % at 20 µM | 330,000 tested, 0.71% active; active means inhibition of at least 40% at 20 µM;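 further: plate controls were DMSO wells for no effect and DEVD-CHO caspase inhibitor wells for full effect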
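Assay system: Apoptosome proteins | Medium: pH 7.5 Hepes buffer with CHAPS, BSA, DTT | Also added: Cytochrome c and DEVD-Rh110 substrate | Times: 30 min plus 50 min, RT | Detection: Rhodamine 110 fluorescence at Ex 480/Em 540 nm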
* hit, by the source's call; ? = inconclusive; nt = no result given. Unless noted, no stated cut-off is given here; in the data, active means inhibition above about 50%; inactive means the rest.

Keys – A = UBC13 inh; B = Gli-Sufu antag; C = SENP8 block; D = SENP7 inh; E = HKDC1 inh; F = Jurkat NFkB inh; G = 697 NFkB inh; H = Apaf1 inhib
> N#Cc1ccc(Oc2ncccn2)cc1
  A = -8 | B = 1 | C = -8 | D = -6 | E = -5 | F = -4 | G = -26 | H = -7
> c1c2c(cc3sc(N4CCCCC4)nc13)OCO2
  A = -7 | B = -131 | C = 96* | D = 99* | E = 1 | F = -94 | G = -137 | H = 5
> Cc1cccc2c1nc(-c1ccccc1)n1cnnc21
  A = 3 | B = 2 | C = 6 | D = 9 | E = -1 | F = -11 | G = -14 | H = 12
> CN(CCc1ccccn1)C(=O)c1ccc(OC2CCN(CCc3ccccc3)CC2)cc1
  A = -3 | B = 36 | C = -9 | D = 5 | E = 1 | F = -13 | G = 6 | H = 12
> Cc1c(C(=O)c2ccc(Br)cc2)c(=O)n(C)c(=O)n1C
  A = -6 | B = -12 | C = -3 | D = -7 | E = -1 | F = -6 | G = -7 | H = -2
> CCCn1c(=O)n(N)c2ccccc21
  A = 11 | B = 4 | C = -2 | D = -2 | E = -8 | F = 12 | G = 20 | H = 6
> COc1ccc(O)c(C(=O)c2cc(C#N)c(=O)n(Cc3ccccc3)c2)c1
  A = 0 | B = 18 | C = 6 | D = 7 | E = -4 | F = -2 | G = 5 | H = 9
> COc1cccc(S(=O)(=O)NCc2ccc(C(=O)N3CCN(c4ccccc4OC)CC3)cc2)c1
  A = -5 | B = nt | C = 3 | D = 10 | E = nt | F = -16 | G = -19 | H = -3
> CN(C)S(=O)(=O)c1ccc(Cl)c(NC(=O)CSc2nc3c(cc2C#N)C(=O)CCC3)c1
  A = 8 | B = 0 | C = 5 | D = -3 | E = -9 | F = 10 | G = 23 | H = -20
> Cc1ccc(-n2nc3c(N4CCC(C(=O)NCCc5ccco5)CC4)nnc(C)c3c2C)cc1
  A = -6 | B = 18 | C = 6 | D = -2 | E = 1 | F = 11 | G = -2 | H = 13
> CC(C)CCOP(=O)(c1ccc(N(C)C)cc1)C(O)c1ccccc1 (centres undefined)
  A = -4 | B = -27 | C = -12 | D = -8 | E = -1 | F = -2 | G = -6 | H = 10
> CCCCN(C)C(=O)c1coc(=O)c2ccccc12
  A = -3 | B = -1 | C = -5 | D = 2 | E = -4 | F = -13 | G = 0 | H = 2
> Cc1ccc(OCc2cc(C(=O)NC(C)Cc3cccnc3)no2)cc1C (centres undefined)
  A = 8 | B = -41 | C = 1 | D = 8 | E = -1 | F = -46 | G = -65 | H = 10
> CCNC(=S)NNC(=O)Nc1ccccc1
  A = -5 | B = 2 | C = 3 | D = 10 | E = -5 | F = -5 | G = 4 | H = -8
> COc1ccc(N(Cc2cc(=O)[nH]c3ccccc23)C(=O)CCl)cc1
  A = 5 | B = -7 | C = 2 | D = -2 | E = 29 | F = 16 | G = 2 | H = -4
> Cc1cccc(C)c1NC1=C(Cl)C(=O)OC1OC(C)C (centres undefined)
  A = 3 | B = 52 | C = 0 | D = 6 | E = -10 | F = -2 | G = -7 | H = -5
> Cc1noc(C)c1COc1ccccc1C(=O)NC1CCC(C)CC1 (centres undefined)
  A = -2 | B = -9 | C = 9 | D = 3 | E = -7 | F = 7 | G = 5 | H = 19
> CCCC(=O)Nc1c(C(=O)OCC)oc2ccccc12
  A = -16 | B = -8 | C = -4 | D = 9 | E = -6 | F = 6 | G = -22 | H = -5
> Cc1c(OCC(=O)OC(C)C)ccc2c3c(c(=O)oc12)CCC3
  A = -4 | B = -2 | C = 1 | D = 7 | E = 3 | F = 1 | G = -25 | H = 0
> CC(C)(C)Sc1ccccc1S(=O)(=O)C(C)(C)C
  A = ? | B = 0 | C = 7 | D = -2 | E = -2 | F = 2 | G = 14 | H = -6
> O=C(Nc1cccn(Cc2c(Cl)cccc2Cl)c1=O)c1ccc(Cl)cc1
  A = 8 | B = -34 | C = 4 | D = 6 | E = 6 | F = 5 | G = -61 | H = 22
> CN1CCN(C(=O)c2cccn(Cc3cccc(Cl)c3)c2=O)CC1
  A = 4 | B = 10 | C = -4 | D = 11 | E = -6 | F = -32 | G = -1 | H = 4
> Cc1cccc(C)c1NC(=O)CN1N=NC2C(=O)N(c3cccc(Cl)c3)C(=O)C21 (centres undefined)
  A = 0 | B = -2 | C = -8 | D = -2 | E = -10 | F = 6 | G = -16 | H = -5
> Cc1ccc(N=c2c([N+](=O)[O-])nn(-c3ccc4c(c3)OCCO4)n2O)cc1F
  A = -14 | B = 61* | C = -4 | D = 3 | E = 3 | F = 40 | G = 7 | H = -13
> CC(C)CC(=O)Nc1cc(C(F)(F)F)ccc1N1CCOCC1
  A = 2 | B = 7 | C = -5 | D = -6 | E = 0 | F = -13 | G = -5 | H = 5
> CC(=O)NC1C(=O)N=C(SCC(=O)Nc2sc3c(c2C#N)CCCCCC3)NC1=O (centres undefined)
  A = -8 | B = -7 | C = -11 | D = -2 | E = -4 | F = -5 | G = 14 | H = 3
> Cc1ccc(C(CNC(=O)Nc2ccc(Cl)cc2)N2CCN(C)CC2)cc1 (centres undefined)
  A = 6 | B = 4 | C = -6 | D = 8 | E = -8 | F = -16 | G = -5 | H = 3
> COCc1ccc(C(=O)N(C)CC2CCCN(CCc3ccccc3F)C2)o1 (centres undefined)
  A = -2 | B = -10 | C = 0 | D = -5 | E = -4 | F = -6 | G = 12 | H = 5
> Cc1cc2c(o1)CC(C)(C)CC2=O
  A = -2 | B = -4 | C = 4 | D = -4 | E = -8 | F = 6 | G = 7 | H = 5
> COc1ccc(N2CCN(C(c3cc(OC)ccc3OC)c3nnnn3Cc3ccco3)CC2)cc1 (centres undefined)
  A = 2 | B = 5 | C = 5 | D = 0 | E = 8 | F = 3 | G = 9 | H = -258

An excerpt from above with just Jurkat NFkB inh.
| Structure | Jurkat NFkB inh |
| --- | --- |
| O=C(Nc1cccn(Cc2c(Cl)cccc2Cl)c1=O)c1ccc(Cl)cc1 | 5 |
| Cc1ccc(N=c2c([N+](=O)[O-])nn(-c3ccc4c(c3)OCCO4)n2O)cc1F | 40 |
| COCc1ccc(C(=O)N(C)CC2CCCN(CCc3ccccc3F)C2)o1 (centres undefined) | -6 |
| Cc1cc2c(o1)CC(C)(C)CC2=O | 6 |
| Cc1ccc(C(CNC(=O)Nc2ccc(Cl)cc2)N2CCN(C)CC2)cc1 (centres undefined) | -16 |

2 compounds picked at random from the list so far, as already listed:
Keys – A = UBC13 inh; B = Gli-Sufu antag; C = SENP8 block; D = SENP7 inh; E = HKDC1 inh; F = Jurkat NFkB inh; G = 697 NFkB inh; H = Apaf1 inhib
> COc1cccc(S(=O)(=O)NCc2ccc(C(=O)N3CCN(c4ccccc4OC)CC3)cc2)c1
  A = -5 | B = nt | C = 3 | D = 10 | E = nt | F = -16 | G = -19 | H = -3
> COCc1ccc(C(=O)N(C)CC2CCCN(CCc3ccccc3F)C2)o1 (centres undefined)
  A = -2 | B = -10 | C = 0 | D = -5 | E = -4 | F = -6 | G = 12 | H = 5

The listing picks up with the two entries that preceded the break.
Values in the order: UBC13 inh	Gli-Sufu antag	SENP8 block	SENP7 inh	HKDC1 inh	Jurkat NFkB inh	697 NFkB inh	Apaf1 inhib
Cc1cc2c(o1)CC(C)(C)CC2=O
  -2	-4	4	-4	-8	6	7	5
COc1ccc(N2CCN(C(c3cc(OC)ccc3OC)c3nnnn3Cc3ccco3)CC2)cc1 (centres undefined)
  2	5	5	0	8	3	9	-258
CCN(CC(=O)NCCc1ccccc1)S(=O)(=O)c1ccc(C)cc1
  11	3	3	6	-5	3	18	1
CCOC(=O)C1(Cc2cccc(OC)c2)CCN(Cc2cccc(OC)c2OC)CC1
  9	38	6	1	-14	5	13	-2
COc1ccc(N=c2oc3c(OC)cccc3cc2C(=O)NCc2ccco2)c(OC)c1
  -32	14	0	2	0	-4	5	8
CN(C(=O)c1cc2ccccc2oc1=O)C1(C)CCS(=O)(=O)C1 (centres undefined)
  0	-1	-3	7	-9	2	11	0
COC(=O)c1ccc(/C(O)=C(\C#N)c2nc3ccccc3s2)cc1
  -14	-40	88*	-11	-2	-17	-176	-1
COc1ccc(-c2nnn(CC(=O)NCCc3ccc(OC)c(OC)c3)n2)cc1
  6	-1	-2	4	14	8	-1	0
Cc1cccc(N2C(=O)CS/C2=N\NC(=O)c2cccnc2)c1C
  -1	4	7	-3	-10	15	0	-8
NC(=O)N/N=C/c1ccc(-c2ccc(S(=O)(=O)Nc3ncccn3)cc2)o1
  -7	-12	-19	16	1	-6	-7	10
C[C@]12c3[nH]c4ccc(Cl)cc4c3CCN1C(=O)[C@@H](CC(=O)NCCN1CCOCC1)C[C@@H]2C(=O)N1CCCCC1
  nt	1	nt	1	-2	nt	11	12
CN(C)S(=O)(=O)c1cccc(NC(=S)N/N=C/c2ccco2)c1
  -5	6	2	5	-17	1	-27	-20
CCOC(=O)N1CCC(NC(=O)Cc2ccccc2)CC1
  0	-6	-10	15	-1	4	-8	-4
O=C(Nc1cc(Br)ccc1O)C1CC(c2ccccc2Cl)=NO1 (centres undefined)
  -5	0	-7	16	6	-1	-10	-14
CC(C(=O)NCCSCc1cccc(Cl)c1)N(c1ccccc1)S(C)(=O)=O (centres undefined)
  0	19	-2	1	0	1	-5	12
C=CCNC(=O)NC(=O)COC(=O)c1cccnc1SC
  3	2	-6	10	2	-21	0	2
CCOC(=O)c1sc(-c2cccs2)nc1C
  -2	-11	-7	4	-4	-16	-2	4
Cc1nn(C)c(C(=O)Nc2c(C)nn(Cc3c(F)c(F)c(F)c(F)c3F)c2C)c1Br
  -2	17	9	5	0	4	-10	9
Cc1ccc(C)c(NC(=O)CN(C)C(=O)c2cccc(N3C(=O)CCC3=O)c2)c1
  3	-2	-7	-15	-1	-15	-2	-9
CC1(c2ccc([N+](=O)[O-])cc2)NC(=O)N(CC(=O)c2ccc3c(c2)OCO3)C1=O (centres undefined)
  -11	-2	-4	14	-6	0	-9	10
CCCCCCCCN1N=N[C@H]2[C@H]1[C@@H]1C[C@H]2N(C(=O)OC(C)(C)C)O1
  nt	-4	nt	1	24	nt	-5	19
CNC(=O)COC(=O)CCC(=O)c1cccs1
  2	5	-5	-1	-7	-4	20	-6
COc1cc(OC)c(OC)cc1CNc1cc(C)ccc1OC
  -5	-13	15	-2	11	-13	-41	7
O=C1c2ccccc2C(=O)N1CC1c2ccccc2CCN1C(=O)C1CCCCC1 (centres undefined)
  -4	22	-7	8	-3	12	-4	-10
CCOc1ccc(S(=O)(=O)Nc2cccc(N(C)S(C)(=O)=O)c2)cc1
  -7	33	-7	-9	-5	-7	-40	14
Cc1ccc(S(=O)(=O)N2CCC(C(=O)N[C@@H](C)C(=O)NCCc3ccccc3)CC2)cc1
  9	2	-1	4	5	-6	16	2
CCC(C(=O)Nc1c2c(nn1C(C)(C)C)CS(=O)(=O)C2)c1ccccc1 (centres undefined)
  -12	-3	4	-3	-9	19	14	-19
COc1ccc2c(c1OC)C(=O)N1N=C(c3ccc(-c4ccccc4)cc3)CC21 (centres undefined)
  1	29	-13	-14	-9	16	-1	25

SENP8 block, what is marked active above
SMILES | UBC13 inh | SENP8 block | SENP7 inh | HKDC1 inh | Jurkat NFkB inh | 697 NFkB inh
c1c2c(cc3sc(N4CCCCC4)nc13)OCO2 | -7 | 96* | 99* | 1 | -94 | -137
COC(=O)c1ccc(/C(O)=C(\C#N)c2nc3ccccc3s2)cc1 | -14 | 88* | -11 | -2 | -17 | -176
